Screens from PubChem BioAssay.
TTR transcr act: increases transthyretin transcription; SH-SY5Y TTR promoter Gaussia luciferase, luminescence; 100% = recombinant luciferase protein wells; actives 1.3% (n = 92,000); activation, % at 16.7 µM;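 active = activation above the mean of all tested compounds plus 3 SD, cut at about 9.5% in these data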;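 note: cells exposed to compounds for one day before reading; 0% = median of all test compound wells on the plate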
* = called active by the depositor. Some of the compounds tested. The share of hits here may be higher or lower than overall.

entry | SMILES | TTR transcr act
1 | O=C1COc2ccccc2C(c2nc3ccccc3[nH]2)N1Cc1ccccc1 (stereo not drawn) | -0.1
2 | O=C(CCN1CCCCC1)NCNC(=O)CCN1CCCCC1 | -0.9
3 | CC1CC(C)CN(C(=O)CNC(=O)c2sc3ccccc3c2Cl)C1 (stereo not drawn) | 0.6
4 | Cc1cc(C)n2c(SCc3c(C)noc3C)nnc2n1 | -3.8
5 | O=C(NCc1ccco1)C1CCCN(c2nnc(-n3cccc3)s2)C1 (stereo not drawn) | 0.7
6 | Cc1cccc(NC(=O)c2nc[nH]c2C(=O)NC2CCN(C(=O)OC(C)(C)C)CC2)c1 | 0.4
7 | COCCN(CC(=O)Nc1cccc(C)c1C)C(=O)c1ccc(S(=O)(=O)N2CCOCC2)cc1 | 9.8*
8 | O=C(NC(=S)Nc1nc(-c2ccccc2)cs1)c1cccnc1 | -2.0
9 | O=c1[nH]c(CS(=O)(=O)c2ccccc2)nc2ccccc12 | 3.5
10 | O=C(Cn1[nH]c(=O)c2ccccc2c1=O)OCC(=O)N(Cc1ccccc1)Cc1ccccc1 | -0.3
11 | FC(F)(F)c1cccc(CN2CCC(c3cc(-c4cccs4)n[nH]3)CC2)c1 | -2.5
12 | CCOc1cccc(C(=O)Nc2ccc3oc(-c4cccnc4)nc3c2)c1 | -1.2
13 | Cc1onc(-c2ccccc2)c1C(=O)Nc1sc2c(c1C#N)CCC2 | 6.8
14 | COCCNC(=S)Nc1ccc(Cl)c(Cl)c1 | 2.1
15 | CCOc1ccc(NC(=O)C2C(c3ccccc3)C2(Cl)Cl)cc1 (stereo not drawn) | -3.1
16 | CC1CCCC(NS(=O)(=O)c2cc(Br)cnc2N)C1C (stereo not drawn) | -0.4
17 | Cc1ccc(NC(=O)CSCc2c(C)noc2C)cc1C | -0.8
18 | COc1ccc2cc(C(=O)C3CCCN(C(=O)CSc4nnc(C)o4)C3)ccc2c1 (stereo not drawn) | -3.4
19 | COc1cc(Cl)c(C)cc1NC(=O)c1ccc(NS(=O)(=O)c2ccc(F)c(F)c2)cc1 | 1.1
20 | CCCCC[n+]1ccn(-c2nc3ccccc3nc2[N-]S(=O)(=O)c2ccccc2)c1 | -1.9
21 | O=C(C(=O)N1CCN(c2ccccc2F)CC1)c1c[nH]c2ccccc12 | -0.3
22 | C=CC[C@H](CC(=O)OC(C)(C)C)C(=O)OC[C@H]1CCCN1C(=O)[C@@H](CC=C)CC(=O)N(CCO)Cc1ccccc1 | 1.7
23 | CCCCN(C)CCCNC(=O)c1ccc2c(c1)NC(=O)C(N1CCOCC1)S2 (stereo not drawn) | -2.3
24 | Cc1nc2ccccn2c1C(=O)NCC(C)C | 1.6
25 | O=C(c1cc(-c2ccc(F)cc2)on1)N1CCCc2ccccc21 | 1.4
26 | CCCN1C(=O)/C(=C/C=C2\N(CC)c3ccccc3C2(C)C)SC1=S | -0.9
27 | FC(F)(F)c1cccnc1N1CCN(c2ncnc3nc[nH]c23)CC1 | 0.6
28 | CC[C@@H]1CCCCc2ccccc2[C@@H](C(=O)C[C@H](O)CC(C)=O)OC1=O | 1.0
29 | O=C1NC(Nc2ccccn2)(C(F)(F)F)C(=O)N1c1ccc(F)cc1 (stereo not drawn) | -2.7
30 | Cc1cc(Cl)ccc1NC(=O)/C=N/O | -0.7
31 | CCn1c(C)cc2c(c1=O)C(c1ccncc1)C(C#N)=C(N)O2 (stereo not drawn) | -1.1
32 | CC(C)(C)N1C(=O)c2ccc(C(=O)Nc3nccs3)cc2C1=O | 0.2
33 | O=C1NC(c2cccc(Cl)c2)Oc2ccccc21 (stereo not drawn) | 2.9
34 | O=C(NCCCN1CCCC1=O)c1cc(-c2cccnc2)nc2ccc(Cl)cc12 | 1.5
35 | CCc1nc2ccc(C(=O)N(C)CC(=O)Nc3ccc(F)c(F)c3F)cc2nc1CC | -3.6
36 | C=CCN(c1ccc(C(=O)NCCc2ccccc2)cc1)S(C)(=O)=O | 0.4
37 | CCCNC(=O)C(Cc1cccc(OC)c1)NC(=O)c1ccc(C#N)cc1 (stereo not drawn) | -1.8
38 | CC(c1cccs1)N(C)Cc1nc(CCc2ccccc2)no1 (stereo not drawn) | -1.1
39 | Cc1cc(=O)oc(C)c1C(=O)Nc1cccc(F)c1 | -1.9
40 | O=C(Nc1ccc(Cl)cn1)c1cccc(S(=O)(=O)N2CCCCC2)c1 | 0.3
41 | COc1ccc([C@H]2/C=C\CN(C(=O)c3ccccc3)[C@@H](C)C(=O)N2Cc2ccc(F)cc2)cc1 | 0.1
42 | CN1C(C(=O)NCc2cccs2)=CC(c2ccc(F)cc2)=NS1(=O)=O | -0.7
43 | COc1ccc(NC(=O)CN2C(=O)NC3(CCCCC3C)C2=O)cc1OC (stereo not drawn) | -0.3
44 | Nc1ncnc2c1ncn2[C@@H]1O[C@H](C(=O)Nc2ccc(C(=O)N3CCCCC3)cc2)[C@@H](O)[C@H]1O | -0.4
45 | Cc1ccc(C(C)C)c(OCC(=O)N/N=C/c2cccn2C)c1 | -0.3
46 | NC(=O)c1ncn([C@@H]2O[C@H](CNCc3cnc(N4CCOCC4)s3)[C@@H](O)[C@H]2O)n1 | -1.3
47 | COc1ccccc1C(=O)Nc1nnc([C@H]2C[C@H](O)[C@@H](CO)O2)s1 | 0.6
48 | CCN(CC)CCN(C(=O)/C=C/c1cccs1)c1nc2ccc(OC)cc2s1 | -0.7
49 | Cc1cc(C)nc(Oc2ccc(Br)cc2)n1 | -0.6
50 | O=C(CCC(=O)OCC(=O)c1ccc(-c2ccccc2)cc1)Nc1cccc(Cl)c1 | 0.6

More compounds
entry | SMILES | TTR transcr act
51 | Cc1ccc(-c2cc(-c3nnc(SCC(=O)NCC(C)C)n3N)c3ccccc3n2)cc1 | 9.1
52 | CCCCC(=O)NC(=S)Nc1cccc(NC(=O)CC)c1 | 0.5
53 | O=C(Nc1ccccc1Cl)c1ccc(S(=O)(=O)N2CCOCC2)cc1 | 2.1
54 | COc1cc(Cl)ccc1OCc1cc(C(=O)N2CC[C@@H]3CCCC[C@H]3C2)no1 | -1.7
55 | Cc1ccc(S(=O)(=O)NN2C(=O)/C(=C/c3cccnc3)SC2=S)cc1 | 1.1
56 | Cc1ccnc2nc(C(=O)NCCc3ccc(F)cc3)nn12 | 1.9
57 | O=C(C[n+]1cccc2ccccc21)c1ccc(NC(=O)c2ccccc2)cc1 | 0.8
58 | COc1cc(NC(=O)c2cc(-c3cccnc3)nc3ccc(Br)cc23)cc(OC)c1 | -0.5
59 | CSc1ccc(CCNC(=O)CCc2nnc3ccc(N4CCOCC4)nn23)cc1 | -0.5
60 | CCOC(=O)c1ccc(NCc2cccnc2)cc1 | -2.6
61 | CC(Cc1ccccc1)NC(=O)CCNNC(=O)c1ccncc1 (stereo not drawn) | 0.1
62 | CCCCCc1c(-c2cccc(Br)c2)ncn1CCc1ccccc1OC | -2.8
63 | COCCNC(=S)N1CCc2cc(OC)c(OC)cc2C1COc1ccc(C(C)C)cc1 (stereo not drawn) | 9.0
64 | Cc1sc(N2C(=O)C3C4C=CC(C4)C3C2=O)c(C#N)c1C (stereo not drawn) | -1.3
65 | O=C(Nc1cccc(Cl)c1)OCCN1CCCC12CCC(c1ccccc1)CC2 (stereo not drawn) | -1.2
66 | O=C(NNC(=O)c1ccc([N+](=O)[O-])cc1C(=O)O)c1ccncc1 | 0.4
67 | CCOCCCNS(=O)(=O)c1ccc(NC(=O)c2ccc([N+](=O)[O-])cc2Cl)cc1 | -1.1
68 | CC1=NS(=O)(=O)NC(C)(C)C1 | 0.1
69 | COc1ccc(OC)c(C2C3CN(C(C)C)CC=C3C(C#N)=C(N)C2(C#N)C#N)c1 (stereo not drawn) | -0.9
70 | Cn1cc([N+](=O)[O-])c(C(=O)Nc2ccn(Cc3c(F)c(F)cc(F)c3F)n2)n1 | -0.1
71 | COC(=O)C(C(=O)OC)c1ccccc1NS(=O)(=O)c1c(C)cc(C)cc1C | -0.1
72 | O=C(CNC(=O)c1cccc(F)c1)OCC(=O)N1CCCc2ccccc21 | 0.3
73 | O=C(Cn1c(=O)oc2cc(S(=O)(=O)N3CCCC3)ccc21)N1CCN(c2ccccc2)CC1 | 3.0
74 | N#Cc1ccccc1NC(=O)COC(=O)CN1C(=O)C2CCCCC2C1=O (stereo not drawn) | -0.2
75 | CC1(C)C=Cc2ccc(O)c(C(=O)/C=C/c3ccccc3)c2O1 | -0.3
76 | O=C(COc1ccccc1)Nc1nccs1 | -1.1
77 | O=C(CSc1nnc(CNc2cccc(C(F)(F)F)c2)n1Cc1ccco1)NCc1ccco1 | -0.2
78 | Cc1cccc(N=c2c([N+](=O)[O-])nn(-c3ccc(Cl)cc3)n2O)c1 | 6.6
79 | CN(Cc1ccccc1)C(=O)COC(=O)CCC(=O)c1ccc(Cl)cc1 | -2.4
80 | CC(=O)OC(C)C(=O)NS(=O)(=O)c1ccc(C)cc1 (stereo not drawn) | -1.3
81 | CC1(C)OC(=O)C(=CNc2ccccc2)C(=O)O1 | -0.6
82 | COc1cc(NC(=O)CSc2ccccc2)c(C(=O)O)cc1OC | -1.3
83 | CC(C)Cn1c(=O)c2ccccc2c2ccccc2c1=O | 4.0
84 | O=C(O)CC/C(=N\NC(=O)CNC(=O)/C=C/c1ccccc1)c1ccccc1 | -1.3
85 | CCc1ccc(-c2csc(NC(=O)C3CCCO3)c2C(=O)OC(C)C)cc1 (stereo not drawn) | -0.8
86 | O=C(Nc1cnns1)Oc1ccccc1 | -0.7
87 | Cc1cc(Cl)ccc1OC(C)C(=O)NN1C(=O)c2ccccc2C1=O (stereo not drawn) | 0.3
88 | CCCCCCCCCn1ccc(=N)cc1 | -5.1
89 | CCOc1ccccc1C(=O)NCc1ccc2c(c1)OCO2 | -1.6
90 | COC(=O)c1ccc2ncccc2c1 | 1.9
91 | CC1(O)N(CCC(=O)Nc2cccc(F)c2)C(=O)OC12CCCCC2 (stereo not drawn) | -0.3
92 | Cc1ccc(NC(=O)Cn2c([N+](=O)[O-])cnc2C)cc1Cl | -1.3
93 | CCOC(=O)C1CCN(C(=O)c2ccc(Oc3cc(Cl)cc(Cl)c3)o2)CC1 | 1.5
94 | O=C(COC(=O)Cc1ccsc1)Nc1ccc(S(=O)(=O)N2CCOCC2)cc1 | 3.8
95 | CCCc1cc(=O)n(-c2nc3ccccc3s2)[nH]1 | 4.1
96 | COc1ccc(NC(=O)C2CCCN(S(C)(=O)=O)C2)cc1Cl (stereo not drawn) | 1.4
97 | COc1cc(/C=N\NC(=O)C(C)(C)O)ccc1OC/C=C/c1ccccc1 | -0.7
98 | C=CCn1c(=O)c(C(=O)Nc2ccc(C)cc2)c(O)c2ccccc21 | -0.9
99 | Cc1ccc(C)c(N(CC(=O)NC2CCCC2)C(=O)CCC(=O)Nc2cc(C)on2)c1 | 2.6
100 | CC1(c2ccccc2Cl)NC(=O)N(CC(=O)N2c3ccccc3NC(=O)C2(C)C)C1=O (stereo not drawn) | 0.3

A draw from above in order of number of heavy atoms, falling.
entry | SMILES | TTR transcr act
73 | O=C(Cn1c(=O)oc2cc(S(=O)(=O)N3CCCC3)ccc21)N1CCN(c2ccccc2)CC1 | 3.0
99 | Cc1ccc(C)c(N(CC(=O)NC2CCCC2)C(=O)CCC(=O)Nc2cc(C)on2)c1 | 2.6
23 | CCCCN(C)CCCNC(=O)c1ccc2c(c1)NC(=O)C(N1CCOCC1)S2 (stereo not drawn) | -2.3
37 | CCCNC(=O)C(Cc1cccc(OC)c1)NC(=O)c1ccc(C#N)cc1 (stereo not drawn) | -1.8
5 | O=C(NCc1ccco1)C1CCCN(c2nnc(-n3cccc3)s2)C1 (stereo not drawn) | 0.7
45 | Cc1ccc(C(C)C)c(OCC(=O)N/N=C/c2cccn2C)c1 | -0.3
17 | Cc1ccc(NC(=O)CSCc2c(C)noc2C)cc1C | -0.8

Carrying on.
entry | SMILES | TTR transcr act
101 | COc1cc(Cl)ccc1OCc1cc(C(=O)N2CCCCC2c2cccnc2)no1 (stereo not drawn) | 0.7
102 | C=CCN=C1NN=C(c2cc(C)n(CCOC)c2C)CS1 | 2.0
103 | O=C(NCc1cccc(Cl)c1)c1cc(COc2ccc3ncccc3c2)on1 | -4.5
104 | O=C(OCC(=O)N(C1CCCCC1)C1CCCCC1)c1ccco1 | -0.4
105 | Cc1ccc(CNC(=O)CCS(=O)(=O)c2ccc3c(c2)NC(=O)CO3)cc1 | -0.7
106 | COc1cc2c(cc1OC)C1=NC(=O)CN1C(SCc1ccc(C)cc1)=N2 | -1.9
107 | CCOC(=O)C1=C(c2ccccc2)N=C2SCC(=O)N2C1c1cccc(OC)c1 (stereo not drawn) | 0.8
108 | Cc1ccc(N2C(=O)[C@@H]3C(c4cccnc4)=NO[C@@H]3C2=O)cc1 | 2.2
109 | COc1cccc(/C=N/NC(=O)CNC(=O)CCc2ccccc2)c1O | 2.0
110 | CC(C)C[C@@H](CNC(=O)OC(C)(C)C)NC(=O)c1nc[nH]c1C(=O)N[C@@H](CC(C)C)C(=O)CNC[C@H](CC(C)C)NC(=O)c1nc[nH]c1C(=O)N[C@@H](Cc1c[nH]c2ccccc12)C(=O)OC(C)(C)C | 7.3
111 | Cn1nc(C(C)(C)C)cc1NC(=O)Nc1ccc(F)cc1F | 3.1
112 | CCOc1ccc(C(NC(C)=O)c2ccc(OC)c(OC)c2)cc1 (stereo not drawn) | 11.2*
113 | CC(NC(=O)c1ccccc1NC(=O)c1ccncc1)c1ccccc1 (stereo not drawn) | 6.2
114 | O=C1c2ccccc2C(=O)c2c1cccc2N(CCO)CCO | -0.5
115 | CCC1=Nc2cc(C(=O)O)ccc2Sc2ccccc21 | 0.1
116 | Cc1cccc(/C=c2\s/c(=C\C(=O)C(C)(C)C)[nH]c2=O)c1 | -0.8
117 | Cc1ccc2cccc(OCC(=O)N(C)CC(=O)Nc3ccc(F)cc3)c2n1 | 4.3
118 | COc1ccccc1C=NNc1ccc([N+](=O)[O-])cn1 | 2.8
119 | C[C@H]1[C@@H](OC(=O)NCc2ccccc2)CC[C@@]23CCCN2C(=O)CCC[C@@H]13 | -0.7
120 | Cc1cc(NC(=S)N(CCN2CCCCC2)Cc2ccco2)ccc1Cl | -0.7

2 entries from above, with each value named.
105) Cc1ccc(CNC(=O)CCS(=O)(=O)c2ccc3c(c2)NC(=O)CO3)cc1
  TTR transcr act = -0.7

109) COc1cccc(/C=N/NC(=O)CNC(=O)CCc2ccccc2)c1O
  TTR transcr act = 2.0
